human PMI inhibitors – human PMI inhibitors, high substrate, primary screen, biochemical, fluorescence intensity, high mannose 6-phosphate (AID 1220); actives 0.66% (n = 190,000); Mannose-6-phosphate isomerase (Homo sapiens); inhibition, % at 20 µM; hits with a dose series show IC50 in µM; recombinant PMI enzyme, coupled fluorescence intensity; higher % means a stronger effect
Dynein transport – inhibitors of GR-EGFP nuclear translocation, primary screen, dynein cargo transport inhibitor project, imaging, high-content, 3617.4 mouse cells; actives 0.47% (n = 220,000); test concentration mostly 20 µM; stimulated with dexamethasone, 1 µM; stronger effect = lower value; AID 1381, 2008; z-score, hits read low;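 active = plate z-score of nuclear minus cytoplasmic receptor signal below a set negative limit, without overly bright fluorescence or cell loss, cut at about -3.5 in these data, passing the limit was not always enough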;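 note: z-score of nuclear minus cytoplasmic ring GR-EGFP intensity difference per well; some compounds called inactive have numbers as strong as hits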
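Buffer or medium: tet-free, stripped-serum medium; reagent: dexamethasone at 1.0 µM final, 30 min; incubation: 48 h induction, 1 h compound, 30 min dex at 37 °C; measured by: formaldehyde fixation, Hoechst nuclear stain, 10x automated fluorescence imaging; read-out: nuclear-to-cytoplasmic GR-EGFP distribution per well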
M17LAP inhibition – P. falciparum M17LAP inhibitors, primary screen, biochemical, fluorogenic H-Leu-NHMec substrate, 1536-well (AID 1619); actives 0.38% (n = 220,000); Leucine aminopeptidase (Plasmodium falciparum (isolate 3D7)); recombinant M17LAP, H-Leu-NHMec fluorogenic kinetic assay; higher % means a stronger effect; one-dose inhibition, % at 30 µM; IC50 in µM for titrated hits;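 active = compound inhibiting the enzyme by more than half at any dose during confirmatory dose-response retesting; inconclusive = strong single-dose inhibitors picked by rank but not retested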;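 note: plate controls were full reaction with DMSO carrier for no effect and no enzyme background for full effect; strong numbers were not always called active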
P. falciparum M1AAP – P. falciparum M1AAP inhibitors, biochemical, fluorogenic H-Leu-NHMec substrate, 1536-well (AID 1445) | recombinant M1AAP, H-Leu-NHMec fluorogenic kinetic assay; higher % means a stronger effect | actives 0.42% (n = 220,000) | one-dose inhibition, % at 30 µM; IC50 in µM for titrated hits;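 active = primary inhibition above the hit cutoff, then over 50% inhibition at one or more dose response concentrations, cut at about 23% in these data, passing the limit was not always enough; inconclusive = conflicting primary data, or primary hits not chosen for dose response; inactive = low primary inhibition, or under 50% at every dose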;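 note: plate controls were DMSO full reaction for no effect and no enzyme background for full effect; strong numbers were not always called active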
SIAH1 antagonists – Siah-1 peptide-binding antagonists, primary screen, biochemical, fluorescence polarization, rhodamine-plectin, uHTS (AID 1817) | displacement, % at 20 µM, or IC50 in µM where a hit was titrated | E3 ubiquitin-protein ligase SIAH1 (Homo sapiens) | actives 0.02% (n = 290,000) | Siah-1 / rhodamine-plectin peptide fluorescence polarization; higher % means a stronger effect;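 active = displacement of at least 50% at 20 µM, with a fluorescence ratio check between 0.3 and a set limit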;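 note: plate controls were Siah plus tracer with DMSO for no effect and tracer alone without Siah for full effect; strong numbers were not always called active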
AID2073 – inhibitors of Mint1-CaV2.2 protein interaction, biochemical, HTRF (AID 2073); actives 0.19% (n = 290,000); one-dose inhibition, % at 20 µM; IC50 in µM for titrated hits; HTRF protein-protein interaction, Mint1-CaV2.2; higher % means a stronger effect; Voltage-dependent N-type calcium channel subunit alpha-1B (Homo sapiens); in the data active = inhibition mostly above about 51%, no sharp cut-off; inconclusive = no clear call, values can overlap the other calls; inactive = mostly below about 53%; note: some results filed as inactive read as strong as hits
LYP phosphatase – inhibitors of LYP phosphatase, biochemical, fluorescence intensity, uHTS (AID 1779) | Tyrosine-protein phosphatase non-receptor type 22 (Homo sapiens) | recombinant LYP phosphatase, fluorescence intensity; higher % means a stronger effect | actives 0.054% (n = 290,000) | one-dose inhibition, % at 11.5 µM; IC50 in µM for titrated hits;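 note: plate controls were vehicle with enzyme for no effect and no enzyme for full effect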
human PMI inhibition – inhibitors of human PMI, primary screen, biochemical, fluorescence intensity, coupled assay (AID 1209); inhibition, % at 20 µM, or IC50 in µM where a hit was titrated; purified PMI enzyme, coupled fluorescence intensity; higher % means a stronger effect; Mannose-6-phosphate isomerase (Homo sapiens); actives 0.42% (n = 190,000);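 note: plate controls were DMSO vehicle for no effect and wells lacking substrate for full effect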
XIAP displacement – XIAP antagonists, biochemical, IAP family, fluorescence polarization (AID 1018); XIAP BIR domain, fluorescence polarization peptide displacement; higher % means a stronger effect; displacement, % at 20 µM, or IC50 in µM where a hit was titrated; actives 0.007% (n = 200,000); in the data active = displacement above about 50%; note: a part of the inactive calls stands beside numbers as strong as those of hits
Dynein transport cytoplasmic EGFP – further read-out of Dynein transport, marked with its call; z-score; measured here: cytoplasmic GR-EGFP intensity; stronger effect = higher value
Dynein transport nuclear GR-EGFP – recorded beside Dynein transport, whose call it bears; z-score; measured here: nuclear GR-EGFP intensity;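 lower value marks the stronger effect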
Dynein transport cell count – second read-out of Dynein transport, no call of its own (marks repeat the call); z-score; measured here: cell count per field
* = called active by the depositor; u = inconclusive; x = not tested or not shown. Cut-off read from the data, not from the text of the source, unless noted: active = inhibition above about 50%; inactive = the rest.

human PMI inhibitors | Dynein transport | Dynein transport cytoplasmic EGFP | Dynein transport nuclear GR-EGFP | Dynein transport cell count | smiles | M17LAP inhibition | P. falciparum M1AAP | SIAH1 antagonists | AID2073 | LYP phosphatase | human PMI inhibition | XIAP displacement
7% | 0.11 | -0.21 | 0.38 | 0.6 | OCCC1CN(Cc2cnc(-c3cccc4ccccc34)nc2)CCN1C1CCCCC1 (stereo unspecified) | 15% | 4% | 3% | -13% | -7% | 13% | -14%
18% | -0.82 | -0.29 | -0.59 | 0.75 | Cn1c(=O)c2c(nc(CN3CCc4ccccc4C3)n2Cc2ccccc2F)n(C)c1=O | -11% | -1% | 2% | 4% | 2% | 22% | -2.5%
x | 2 | -0.25 | 1.3 | -0.96 | C/C(=N\NC(N)=O)c1ccccc1Cl | 1% | -5% | 0% | -3% | -6% | x | x
25% | 0.8 | -0.44 | 0.31 | -0.43 | O=C(c1ccccc1)c1ccc(N2CCCC2)cc1 | 12% | 0% | 6% | 14% | -5% | 9% | -8.9%
4% | -0.2 | -0.11 | 0.46 | 0.75 | COC(=O)c1ccccc1NC(=O)c1cc2nc(C3CC3)cc(C(F)(F)F)n2n1 | 11% | 1% | 8% | u | 7% | -2% | -3.1%
2% | -0.66 | -0.29 | -0.34 | 0.43 | CCCCCn1c(=O)[nH]c2cc(C(=O)N3CCN(CC)CC3)ccc2c1=O | 2% | 4% | -6% | -1% | -9% | 2% | -17%
-7% | 0.17 | -0.2 | -0.061 | 0.21 | Cc1ccc(-c2ccc(/C=N/NC(=S)Nc3ccccc3)o2)cc1[N+](=O)[O-] | 3% | 10% | -2% | -4% | 3% | -8% | -0.3%
3% | 0.32 | -0.23 | -0.47 | -1.7 | O=C(c1ccccc1F)N1CCN(c2ncccn2)CC1 | -3% | 5% | -3% | -5% | -9% | 5% | -5.7%
14% | -1.7 | 3.1 | 0.31 | 0.58 | C=CCN1C(=O)S/C(=C\c2ccc(N3CCOCC3)cc2C)C1=O | -1% | 16% | 2% | -3% | -4% | 16% | -4.8%
-2% | -0.14 | -0.21 | -0.54 | 0.88 | CCOC(=O)c1cc(C#N)c(Oc2ccccc2)nc1-c1ccccc1 | 6% | 16% | -4% | 2% | 3% | 3% | -3.3%
0% | 0.24 | 0.28 | 0.91 | -1.3 | O=c1[nH]c2ccsc2c(=O)n1-c1ccc(F)cc1 | -9% | -1% | -4% | 29% | -6% | -2% | -7.8%
18% | -0.5 | -0.24 | -0.47 | 1.6 | COc1ccc(CCNC(=O)c2cc(-c3cc(C)ccc3O)n[nH]2)cc1OC | -1% | -1% | -1% | -2% | -2% | 18% | -5.6%
9% | 0.74 | -0.24 | 0.75 | -0.11 | O=C1c2ccccc2C(Nc2ccc(S(=O)(=O)N3CCOCC3)cc2)N1Cc1ccco1 (stereo unspecified) | 1% | 5% | -2% | 10% | -6% | 17% | -7.3%
4% | 0.93 | -0.18 | 0.98 | -1.4 | CC1CN(C(=O)COC(=O)[C@@H]2CC(O)CN2S(=O)(=O)c2ccc3c(c2)OCCO3)CC(C)O1 (stereo partly specified) | -1% | -4% | 6% | -1% | -11% | 8% | -8.3%
-16% | -1.2 | -0.35 | -0.5 | 1.7 | COc1ccc(C(=O)NNC(=S)NC(=O)C(C)(C)C)cc1 | 11% | -8% | -10% | -13% | 2% | -8% | -9.0%
7% | -0.16 | -0.24 | -0.054 | 0.6 | O=C(c1cc2ccccc2oc1=O)N1CCN(C(=O)C2CCCO2)CC1 (stereo unspecified) | -6% | 2% | 6% | 1% | -3% | 6% | -3.7%
16% | 0.65 | -0.23 | 0.86 | -0.11 | COc1ccc2[nH]c3ccc(OC)cc3c2c1 | -11% | 3% | -5% | -7% | -5% | 6% | 1.5%
5% | -0.83 | -0.24 | -0.46 | 0.67 | CCOC(=O)COc1cccc2c(=O)n(CC(=O)N3CCCc4ccccc43)ccc12 | 4% | 17% | 4% | -2% | -5% | 3% | -5.9%
1% | 0.47 | -0.28 | 0.25 | 0.58 | Cc1onc(-c2ccccc2)c1C(=O)N/N=C/c1cccc(O)c1 | 6% | 3% | -4% | 4% | -2% | 0% | 2.2%
-10% | -0.14 | -0.19 | -0.06 | 0.57 | COc1ccc(C(CNC(=O)Cc2c(F)cccc2Cl)N2CCCCC2)cc1 (stereo unspecified) | -6% | -2% | -1% | -7% | -2% | -5% | -3.0%
-8% | -0.89 | -0.27 | -0.38 | 0.73 | Cc1ccc(NC(=O)C(C)N2CCCC2)cc1Cl (stereo unspecified) | -1% | 6% | 6% | 5% | -3% | -13% | -5.0%
x | -0.6 | -0.24 | -0.35 | 0.048 | COc1ccc(Nc2nc3nonc3nc2N2CCCCC2)cc1 | 4% | 8% | 15% | 9% | -5% | x | x
x | -0.24 | -0.13 | -0.17 | -0.56 | O=c1c2ccccc2nc2c3ccccc3c(Cl)nn12 | -6% | 1% | -1% | -10% | -4% | x | 0.1%
-3% | -0.68 | -0.18 | -0.061 | 1.4 | O=C(CSc1ncnc2c1cnn2-c1ccc(Cl)cc1)NCc1ccc2c(c1)OCO2 | 5% | 5% | -7% | 7% | -5% | 2% | -11%
43µM* | -3.1 | 0.6 | -1.6 | 0.53 | O=C(CCN1CCOCC1)c1ccc(Br)cc1 | x | x | 14% | u | -2% | 60%* | -2.8%
-6% | -0.98 | -0.12 | -0.37 | -0.4 | Cc1cc(SCC(=O)OCC(=O)NCC2CCCO2)c(C)cc1Br (stereo unspecified) | 12% | 2% | -1% | -3% | -3% | -5% | -2.8%
-7% | -1 | -0.017 | -0.13 | 1 | O=[N+]([O-])c1ccc(N/N=C2\CC3CC=CC23)c([N+](=O)[O-])c1 (stereo unspecified) | 4% | 0% | -2% | 2% | 5% | -12% | -8.9%
4% | 0.83 | -0.23 | 0.11 | 0.084 | c1cnc(SCCOc2ccc3c(c2)CCC3)nc1 | -3% | 7% | 3% | 6% | -8% | 7% | -0.4%
3% | -0.093 | -0.19 | 0.48 | -0.073 | COc1cc(/C=N/NC(=O)c2sc(N)c(C#N)c2C)cc(Br)c1O | 5% | 10% | -1% | 4% | -6% | -2% | -7.9%
x | -0.98 | -0.22 | -0.18 | 0.65 | Cc1cc(C)cc(OCC(=O)O/N=C(\N)c2cccnc2)c1 | 6% | 7% | 5% | -5% | -6% | x | x
-8% | -0.35 | -0.16 | 0.15 | -0.33 | CC(C)c1nnc(NC(=O)CCC(=O)NCc2ccco2)s1 | 12% | -4% | 10% | 6% | 3% | -4% | -3.7%
0% | -0.25 | -0.29 | 0.018 | -0.041 | CN1CCN(NC(=O)c2cccc(F)c2)CC1 | 2% | 5% | 6% | 2% | -1% | 1% | -0.8%
-62% | 0.44 | -0.33 | 0.73 | -0.28 | Cn1c(=O)c2nc3ccccc3nc2n(C)c1=O | x | x | -2% | -29% | -4% | -45% | -5.6%
9% | -0.08 | -0.21 | -0.52 | 0.37 | COc1ccnc(Nc2cccc(C)c2)c1C#N | -2% | -5% | 4% | -8% | -1% | 7% | -0.9%
-6% | -0.045 | -0.24 | 0.027 | 0.49 | Cc1c(CCO)sc[n+]1CC(=O)OC12CC3CC(CC(C3)C1)C2 | 7% | -5% | 6% | -2% | -8% | 6% | -6.2%
4% | x | x | x | x | Cc1cc(C)c2c(n1)nn1c(NCCCn3ccnc3)cc(C)nc21 | x | x | 2% | 16% | -12% | 10% | -2.2%
-2% | 1.5 | 0.21 | 0.78 | -1.7 | CCc1ccc2[nH]cc(C(=O)N3CCCCCC3)c(=O)c2c1 | 13% | -1% | 6% | 4% | -6% | -3% | -15%
-76% | -0.8 | -0.32 | -0.55 | 0.79 | COc1ccc(/C=N/Nc2nncc3ccccc23)cc1 | 1% | u | 7% | 0% | -6% | -56% | -2.8%
16% | 2.1 | -0.24 | 0.94 | -1.3 | O=C1CC(N(O)c2ccccc2)C(=O)N1c1cc(Cl)cc(Cl)c1 (stereo unspecified) | 14% | 11% | 3% | -4% | 1% | 9% | -18%
-3% | -1.1 | -0.23 | -1.3 | -0.26 | O=C(CN1CCCCC1)Nc1nnc(-c2ccc([N+](=O)[O-])cc2)s1 | 11% | 4% | -3% | 6% | 2% | -3% | -2.6%
8% | 0.67 | -0.39 | 0.36 | 0.65 | CC(=O)Nc1nnc(SCc2ccc(C(=O)Nc3ccccc3F)cc2)s1 | 9% | 1% | 5% | 12% | -4% | 12% | -6.5%
23% | 0.15 | -0.17 | 0.22 | 0.37 | CCCN1C(=O)c2cc(C(=O)Nc3ccc(OC)cc3OC)ccc2C1Nc1ccc(OC)cc1OC (stereo unspecified) | -1% | 5% | -3% | -8% | 4% | 22% | 0.5%
26% | 0.61 | -0.17 | 1.3 | -0.2 | COC(=O)c1[nH]c2ccc(Br)cc2c1NC(=O)Oc1ccccc1 | -3% | 12% | 1% | -45% | -7% | 17% | -1.9%
11% | 0.46 | -0.18 | 0.14 | -0.33 | Cc1ccccc1NC(=S)NC(C)CCc1ccccc1 (stereo unspecified) | 6% | 0% | 1% | 2% | 0% | 9% | -0.6%
x | 0.27 | -0.37 | 0.43 | 0.68 | Cc1ccccc1NC(=S)Nc1cccc2cnccc12 | 21% | 14% | 49% | 39% | 1% | 60%* | -3.7%

Two entries picked at random from the list so far, as already listed:
human PMI inhibitors | Dynein transport | Dynein transport cytoplasmic EGFP | Dynein transport nuclear GR-EGFP | Dynein transport cell count | smiles | M17LAP inhibition | P. falciparum M1AAP | SIAH1 antagonists | AID2073 | LYP phosphatase | human PMI inhibition | XIAP displacement
-76% | -0.8 | -0.32 | -0.55 | 0.79 | COc1ccc(/C=N/Nc2nncc3ccccc23)cc1 | 1% | u | 7% | 0% | -6% | -56% | -2.8%
8% | 0.67 | -0.39 | 0.36 | 0.65 | CC(=O)Nc1nnc(SCc2ccc(C(=O)Nc3ccccc3F)cc2)s1 | 9% | 1% | 5% | 12% | -4% | 12% | -6.5%

Assay outcomes as filed in PubChem.
